RmlCD inh 1536 = inhibitors of Mycobacterium tuberculosis RmlC and RmlD coupled enzymes. P9WH09+P9WH11. RmlC+RmlD coupled enzyme assay, percent inhibition; primary screen in compound mixtures. inhibition, % at 3.6 µM. 160,000 compounds, 0.03% hits; in the data active = inhibition mostly above about 34%, no sharp cut-off; also: some results filed as inactive read as strong as hits
Target sequence (P9WH09 whole entry, looked up): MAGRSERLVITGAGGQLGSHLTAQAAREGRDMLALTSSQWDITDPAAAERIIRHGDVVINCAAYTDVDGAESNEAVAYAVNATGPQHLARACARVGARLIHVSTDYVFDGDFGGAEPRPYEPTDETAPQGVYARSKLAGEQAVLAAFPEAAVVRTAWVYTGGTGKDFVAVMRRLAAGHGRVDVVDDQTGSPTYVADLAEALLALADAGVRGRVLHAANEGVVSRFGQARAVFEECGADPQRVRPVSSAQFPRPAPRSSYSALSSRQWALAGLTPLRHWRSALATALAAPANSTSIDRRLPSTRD
Target sequence (P9WH11 whole entry, looked up): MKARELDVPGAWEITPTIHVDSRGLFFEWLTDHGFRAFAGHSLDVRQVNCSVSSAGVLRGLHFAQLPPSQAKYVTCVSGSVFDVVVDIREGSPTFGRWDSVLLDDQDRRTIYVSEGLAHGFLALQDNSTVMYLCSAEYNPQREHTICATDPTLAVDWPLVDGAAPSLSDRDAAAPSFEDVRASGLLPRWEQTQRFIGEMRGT
M. tuberculosis GlmU = inhibition of mycobacterial GlmU enzyme – biochemical, glucosamine-1-phosphate acetyltransferase (AID 1376); 220,000 compounds, 0.25% hits; inhibition, %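 (tested at 30 µM in the primary screen)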, or IC50 in µM where a hit was titrated; M. tuberculosis GlmU acetyltransferase enzyme assay; higher % means a stronger effect; in the data active = inhibition above about 13%;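 also: 0% = complete reaction with vehicle and 100% = reaction without substrate; strong numbers were not always called active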
* marks the source's active call; other numbers are inactive results; . = not tested or not shown.

Screens in order: RmlCD inh 1536 | M. tuberculosis GlmU
> O=C(CCSCCC(=O)N1CCCC1)N1CCCC1
    -7 | 5.2%
> Cc1ccc(S(=O)(=O)C2(C(=O)NCc3ccccc3Cl)CC2)cc1
    12 | 5.7%
> COc1ccc(C(=O)Nc2ccc(NC(=O)c3cccs3)cc2)cc1Cl
    11 | 4.2%
> CC(NC1CCCCC1)C(O)C12CC3CC(CC(C3)C1)C2 (stereo unspecified)
    -3 | -3.8%
> CN1CCN(CCC(=O)Nc2ccc(OCc3ccccc3)cc2)CC1
    . | -0.7%
> CC(=O)NCCN=Cc1sc2ccccc2c1O
    5 | -4.7%
> Cc1ccc2nc(-c3ccc(SCC(=O)Nc4ccc5c(c4)OCCO5)nc3)[nH]c2c1
    -1 | 5.5%
> CC(=O)c1c(C)[nH]c(C(=O)CSc2nnc3ccccn23)c1C
    -5 | -3.4%
> CC(C)C(=O)Nc1cccc(C(=O)Nc2ccccc2C(=O)O)c1
    . | 2.7%
> O=c1[nH]c(=O)n(Cc2ccco2)c(O)c1/C=N/N1CCCCCC1
    2 | 2.7%
> CCOC(=O)c1c(NC(=O)COC)sc(C(C)=O)c1C
    12 | 0.7%
> O=S(=O)(/C=C/c1ccccc1)Nc1cccc(S(=O)(=O)NC2=NCCC2)c1
    . | -3.9%
> Brc1ccc(-c2nnc(-c3ccc4c(c3)OCO4)o2)o1
    6 | -2.1%
> CCN(CC)c1nc(C#N)nc(N(CC)CC)n1
    11 | .
> O=C1CCCc2c1cc(C(=O)Nc1ccc(Cl)cn1)c(=O)n2-c1ccccc1
    . | -1.7%
> O=S(=O)(c1ccc(NC(=S)N/N=C/c2c3ccccc3cc3ccccc23)cc1)N1CCOCC1
    . | -5.2%
> Cc1ccc(S(=O)(=O)N2CCOCC2)cc1C(=O)N(C)CCOc1ccc(Cl)cc1
    6 | -4.6%
> CCCCn1c(=O)[nH]c2nc3cc(N)ccc3nc2c1=O
    -5 | 1.5%
> COCCn1c(C)cc(C(=O)COC(=O)CCN2C(=O)c3ccccc3C2=O)c1C
    -7 | 1.4%
> C/C(=N\NC(=O)c1cccc([N+](=O)[O-])c1)c1ccncc1
    -1 | 0.3%
> CC(C)CC(NC(N)=O)C(=O)NCc1ccc(Cl)cc1 (stereo unspecified)
    -14 | 4.2%
> CCC(CC)c1nnc(NC(=O)CS(=O)(=O)Cc2ccccc2)s1
    . | 3.7%
> Cc1cc(NC(=O)c2cc(-c3ccc(O)cc3)on2)no1
    -11 | 2.9%
> COc1ccc(/C=N/NC(=O)c2[nH]nc3c2CCc2ccccc2-3)cc1OC
    5 | -4.8%
> Fc1ccc(Cn2nnnc2CN2CCc3ccccc3C2)cc1
    -9 | 2.2%
> O=C(Nc1ccc(C(F)(F)F)cc1)c1cccn(Cc2ccc3c(c2)OC(F)(F)O3)c1=O
    . | 1.0%
> COC(=O)C1=C(C)NC(=O)/C1=C\c1cc(C)n(-c2ccccc2C)c1C
    8 | -3.0%
> COc1ccc(CN(C(=O)c2oc3ccccc3c2C)C2CCS(=O)(=O)C2)cc1 (stereo unspecified)
    . | -1.6%
> Cc1ccc(CN2CCN(Cc3cccc4c3OCO4)CC2CCO)cc1 (stereo unspecified)
    . | -1.0%
> CCOc1ccc(/C=N/Nc2ccccn2)cc1
    -11 | 4.2%

Fetched by compound from the entries so far, 4 records:
Screens in order: RmlCD inh 1536 | M. tuberculosis GlmU
> CCOC(=O)c1c(NC(=O)COC)sc(C(C)=O)c1C
    12 | 0.7%
> CC(C)CC(NC(N)=O)C(=O)NCc1ccc(Cl)cc1 (stereo unspecified)
    -14 | 4.2%
> COCCn1c(C)cc(C(=O)COC(=O)CCN2C(=O)c3ccccc3C2=O)c1C
    -7 | 1.4%
> CCN(CC)c1nc(C#N)nc(N(CC)CC)n1
    11 | .

The results go on.
Screens in order: RmlCD inh 1536 | M. tuberculosis GlmU
> COc1cc2c(cc1NC(=O)C(c1ccccc1)c1ccccc1)CCCC2
    . | 0.5%
> COc1ccc(Oc2ccc(C(F)(F)F)cc2NC(=O)c2ccc(C)cc2)cc1
    -7 | 2.0%
> CC(=O)Oc1ccc2occ(C(=O)c3cccs3)c2c1
    . | 4.1%
> CC1(C)OC(=O)C(=CNn2cnc3ccccc3c2=O)C(=O)O1
    . | 5.1%
> O=C(NCc1ccccc1)C12CC3CC(CC(C3)C1)C2
    25 | -3.1%
> CCOc1cc(C(=O)N/N=C/C(Br)=C/c2ccccc2)cc(OCC)c1OCC
    17 | -1.5%
> COc1cc(C(=O)Nc2c(C)cc(C)cc2C)c(Br)c(OC)c1OC
    -4 | -3.6%
> CC(=O)N(c1ccc2oc(=O)sc2c1)S(=O)(=O)c1cccs1
    3 | -2.1%
> CCOc1ccc(CNC(=O)c2ccc(Sc3ccc(Cl)cc3)c(NC(C)=O)c2)cc1
    -11 | 2.9%
> O=C(CSc1nnc(NC(=O)c2ccccc2F)s1)Nc1ccccc1F
    36 | 1.8%
> Clc1ccccc1Nc1nnc(-c2ccncc2)s1
    3 | 2.4%
> O=C(C1=C[C@H](C2CC2)C[C@H](OCCCCO)O1)N1CCN(Cc2ccc3c(c2)OCO3)CC1
    . | 1.3%
> c1ccc(-c2noc(COc3ccc4c(c3)OCO4)n2)cc1
    . | -2.5%
> O=S(=O)(c1ccc2ccccc2c1)N1CCN=C1SCc1cccnc1
    8 | .
> CC(C)(C)NC(=O)C(=O)NC(=O)c1c(F)cccc1Cl
    65 | 0.1%
> COc1ccccc1N=c1oc2c(OC)cccc2cc1C(=O)NCc1ccco1
    9 | -5.0%
> C/C=C(/C)C(=O)Nc1cccc(C2=NOC3(C2)C[C@@H](C(N)=O)N(C(=O)c2ccc(OC)cc2)C3)c1 (stereo partly specified)
    6 | -1.3%
> Cc1cc(C)n(-c2nc(N(c3ccccc3)c3ccccc3)nc(-n3nc(C)cc3C)n2)n1
    -13 | 4.8%
> CC(OC(=O)c1cccn1C)C(=O)Nc1ccc2c(c1)OCO2 (stereo unspecified)
    -19 | -3.7%
> Cn1c(Cn2c(=O)sc3ccccc32)nnc1SCc1ccc(F)cc1
    -9 | -0.3%
> CC(C)(O)P(C)(=O)c1ccccc1 (stereo unspecified)
    . | 8.3%
> COc1ccc(NC(=O)CSc2nnc(C3CCCCC3)o2)c(OC)c1
    31 | 3.8%
> CCOC(=O)c1[nH]c2ccc(OC)cc2c1NC(=S)N1CCN(c2ccccc2OC)CC1
    -9 | 2.5%
> Cc1ccc(CNC(=O)c2ccc(OCC3CCCO3)cc2)cc1 (stereo unspecified)
    9 | -9.6%
> Cc1ccc(S(=O)(=O)N2CCN(c3ccnc4cc(Cl)ccc34)CC2)cc1C
    4 | 1.9%
> CC(=O)OCc1nc2ccccc2s1
    . | -3.2%
> CN(C(=O)CSc1nnnn1-c1ccccc1)C1CCS(=O)(=O)C1 (stereo unspecified)
    -1 | 0.5%
> Cc1cccc(C(=O)Nc2cccc(OC(=O)c3cccc(C)c3)c2)c1
    -2 | 1.1%
> O=C(c1ccccc1)c1cccn1CC(=O)N1CCCCCC1
    5 | 0.2%
> C=CCn1c(COc2ccc(Cl)cc2)nnc1SCC(=O)N/N=C/c1ccccc1
    . | -6.4%

Compound profiles, as listed above. Screens in order: RmlCD inh 1536, M. tuberculosis GlmU
C/C=C(/C)C(=O)Nc1cccc(C2=NOC3(C2)C[C@@H](C(N)=O)N(C(=O)c2ccc(OC)cc2)C3)c1 (stereo partly specified) is listed as 6, -1.3%
CCOc1cc(C(=O)N/N=C/C(Br)=C/c2ccccc2)cc(OCC)c1OCC is listed as 17, -1.5%
CC(=O)Oc1ccc2occ(C(=O)c3cccs3)c2c1 is listed as ., 4.1%
CC(=O)NCCN=Cc1sc2ccccc2c1O is listed as 5, -4.7%
CCOC(=O)c1c(NC(=O)COC)sc(C(C)=O)c1C is listed as 12, 0.7%

Remaining list, next part
Screens in order: RmlCD inh 1536 | M. tuberculosis GlmU
> CC(C)C(=O)Nc1ccccc1C(=O)N/N=C/c1ccc([N+](=O)[O-])cc1
    . | -1.1%
> COc1ccc(CN(C(=O)CSc2nnc(-c3ccccc3F)o2)c2ccc(F)cc2)cc1
    . | 2.0%
> Cc1ccc(-c2nnc(CCC(=O)NCC3C4CC5CC(C4)CC3C5)o2)s1 (stereo unspecified)
    0 | -0.2%
> Cc1csc(SCC(=O)NC(=O)NC2CCCC2)n1
    5 | -0.5%
> Cc1cc(C[n+]2cc(Br)ccc2N)c2ncccc2c1
    . | 7.3%
> COCCCNC(=O)CCN1C(=O)COc2ccccc21
    . | 1.8%
> O=P(Nc1ccccc1)(Nc1ccccc1)Oc1cccc(Cl)c1
    -8 | 4.4%
> CCOc1cc2c(cc1OCC)C(c1ccccc1)N(c1ccccc1)C(=O)C2 (stereo unspecified)
    -10 | 9.2%
> COc1ccc(-n2c(CCc3ccccc3)nnc2SCC(=O)c2ccccc2)cc1
    . | 2.7%
> COc1ccc(-c2nc3c(n2O)CCC/C3=N\O)cc1
    -1 | .
> OC(CNCc1ccco1)Cn1c2ccccc2c2ccccc21 (stereo unspecified)
    . | -7.0%
> CO/N=C/c1ccc(Oc2ccc(C)cc2)c([N+](=O)[O-])c1
    6 | -3.3%
> CC(C)(C)NC(=S)NCc1cccnc1
    -7 | 6.7%
> Cc1cccc2cc(C#N)c(SCc3nnc(-c4ccccc4[N+](=O)[O-])o3)nc12
    11 | 1.3%
> COCc1cc(=O)[nH]c(-c2csc(C)n2)n1
    -9 | 0.8%
> Cc1ccnc(NC(=O)C2CCCN(S(=O)(=O)c3cnc[nH]3)C2)c1 (stereo unspecified)
    -9 | 0.7%
> CC(NC(=O)COC(=O)CCc1ccc(S(=O)(=O)N2CCOCC2)cc1)C1CC2CCC1C2 (stereo unspecified)
    . | -4.0%
> Cc1cc(C)n(-c2ccc(C(=O)OCC(=O)Nc3ccc(S(=O)(=O)N4CCOCC4)cc3)cc2)n1
    -8 | 13%*
> C=C1CCN(CC(=O)OC)S(=O)(=O)c2ccccc21
    . | 3.1%
> O=c1c2ccccc2c(-c2ccccc2)nn1-c1cc(Cl)cc(Cl)c1
    -5 | .
> CCOC(=O)C(NC(=O)CC(C)C)(Nc1sc(C)c(CC)c1C#N)C(F)(F)F (stereo unspecified)
    6 | 2.2%
> COC(=O)c1sccc1NC(=O)c1ccc2c(c1)OCO2
    -13 | -2.8%
> O=C(CN1C(=O)C(=O)c2ccccc21)NCCc1ccccc1
    -14 | -3.5%
> CCOC(=O)N1CCN(CCC(=O)Nc2cc(OC)ccc2OC)CC1
    3 | 2.1%
> CC1=C[C@H]2OC(=O)[C@@H](C)[C@H]2C[C@@H]2[C@H]1C[C@@H](O)[C@@]2(C)O
    13 | 2.9%
> O=C(CC12CC3CC(CC(C3)C1)C2)NC(Cc1ccccc1)C(=O)O (stereo unspecified)
    -6 | -0.9%
> CCCCCCn1c(N2CCC(C)CC2)nc2c1c(=O)[nH]c(=O)n2C
    -15 | -0.7%
> Cc1ccc(-c2noc(CCCOc3ccc(Cl)cc3Cl)n2)cc1
    . | 6.5%
> COc1ccc(N2C(=O)CC(Sc3nc4ccccc4s3)C2=O)cc1OC (stereo unspecified)
    -3 | -4.7%
> CC1=NN(C(=O)Cn2nc([N+](=O)[O-])cc2C)C(O)(C(F)(F)F)C1 (stereo unspecified)
    0 | 1.8%
> COc1ccccc1N1CCN(C(=O)Cn2nnc(-c3cccs3)n2)CC1
    20 | -1.0%
> CCCCCCCCCC(=O)Nn1cnc2ccccc2c1=O
    12 | -6.0%
> COCCNC(=O)CSc1ccccc1C(=O)NCC1CCCCC1
    . | -1.1%
> Cc1cc(C)n(-c2nc3ccccc3c(=O)n2OCC(=O)Nc2c(C)cccc2C)n1
    6 | 2.4%
> O=C(c1ccco1)N1N=C(c2ccc(Cl)cc2)CC1(O)C(F)(F)F (stereo unspecified)
    -1 | -2.3%
> O=C(COC(=O)c1cn(-c2ccccc2)nc1-c1ccc(F)cc1)Nc1ncc(Cl)cc1Cl
    -4 | 2.0%
> Cc1ccc(NC(=O)C(=O)NCCc2c[nH]c3ccccc23)cc1C
    8 | 1.0%
> O=[N+]([O-])c1ccc(Oc2ccc(C(F)(F)F)cn2)cc1
    . | -8.2%
> Nc1ccc(-c2cnc(-c3ccc(N)cc3)nc2)cc1
    22 | 3.1%
> CSc1ccc(/C=C/C(=O)NC(=O)c2ccccc2O)cc1
    -12 | 11%
> Cc1nc2oc3c(NCc4ccccc4)ncnc3c2c2c1COC(C)(C)C2
    12 | .
> Cc1ccc2ncnc(NCCC(=O)O)c2c1
    . | -3.3%
> O=S(=O)(Oc1ccccc1/C=N/n1cnnc1)c1ccccc1
    4 | 4.3%
> Cc1ccc(-c2nc(NC(=O)CSc3nnnn3-c3ccccc3)ns2)cc1
    3 | 6.4%
> CC(C(=O)NCCc1ccc(F)cc1)N1CCN(Cc2ccccc2)CC1 (stereo unspecified)
    -4 | 5.0%
> C/C(=C\C(=O)OCC(=O)NCc1ccccc1)C(=O)OCC(=O)NCc1ccccc1
    . | -2.3%
> COCCn1c(-c2ccc(Br)cc2)nc2oc3cc(OC)ccc3c(=O)c2c1=O
    10 | -2.5%
> Cc1nc2ccccc2c2oc(C(=O)NCCN3CCCCC3C)cc12 (stereo unspecified)
    . | -9.6%
> CCSc1nnc(NC(=O)CSc2nnc(CNC(=O)c3ccc(OC)c(OC)c3)o2)s1
    -5 | 7.1%
> O=C(C1CCN(C2CCN(Cc3ccc4cc(F)ccc4n3)CC2)CC1)N1CCCC1
    . | 1.6%
> COc1ccc(Br)cc1/C=C/C(=O)Nc1c(C)cccc1C
    8 | 1.4%
> CCOc1ccccc1NC(=O)NCCC1=CCCCC1
    -3 | -3.3%
> O=C(O)CC(c1cccc([N+](=O)[O-])c1)N1Cc2ccccc2C1=O (stereo unspecified)
    -11 | -1.8%
> CCOc1cc2[nH]c(=S)n(CCCN3CCCC3=O)c(=O)c2cc1OCC
    -7 | 1.8%
> COCCSc1nnc(NS(=O)(=O)c2ccccc2)s1
    -12 | 5.8%

Source: PubChem BioAssay (several laboratories)

The list is partial; rates above refer to the full screens.
